MEKK2wt PB1 HTS = modulators of MEK5 binding to wildtype MEKK2, primary screen, biochemical, multiplex bead flow cytometry, Alexa488-MEK5. Mitogen-activated protein kinase kinase kinase 2 (Homo sapiens), Q9Y2U5. 290,000 tested, 1.1% active. Alexa488-MEK5 binding to MEKK2 WT; actives lie on both sides. binding response (% of control), % at 10 µM; in the data active = binding response below about 67% or above about 130%
PHOSPHO1 block = PubChem AID 1565; Phosphoethanolamine/phosphocholine phosphatase (Homo sapiens), Q8TCT1; recombinant PHOSPHO1, absorbance phosphatase assay; inhibition, % at 13.3 µM; 290,000 tested, 1.1% active; in the data active = inhibition above about 60%
GalR3 antag = GalR3 antagonists in HEK293 cells, primary screen, cell-based, fluorescence readout; Galanin receptor type 3 (Homo sapiens), O60755; HEK293 GalR3-CNG cAMP membrane potential fluorescence; galR3 body fused to GalR1 C-terminus; inhibition, % at 3 µM; 360,000 tested, 0.44% active; AID 651719, 2012;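 active = inhibition above the screen-wide average plus 3 SD, cut at about 13% in these data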;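 note: forskolin and galanin both at EC90 stimulate the cells; cAMP rise reported by CNG channel membrane potential dye signal; 0% = forskolin plus galanin with DMSO and 100% = forskolin alone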
Target sequence (O60755 1-299 limits assumed): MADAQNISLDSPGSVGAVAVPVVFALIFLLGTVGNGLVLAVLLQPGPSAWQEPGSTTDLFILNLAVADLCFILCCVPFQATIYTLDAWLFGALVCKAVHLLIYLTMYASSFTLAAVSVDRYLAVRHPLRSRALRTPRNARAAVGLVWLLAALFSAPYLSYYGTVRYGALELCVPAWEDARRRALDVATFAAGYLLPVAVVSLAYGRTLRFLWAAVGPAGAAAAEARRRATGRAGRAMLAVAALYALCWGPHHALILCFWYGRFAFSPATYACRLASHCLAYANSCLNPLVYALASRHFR
OXTR ag = human OXTR agonists, primary screen, fluorescence, CHO-OTR cells, Fluo-8 calcium | Oxytocin receptor (Homo sapiens), P30559 | Fluo-8 calcium fluorescence; normalized: DMSO 0%, oxytocin 100% | activation, % at 3 µM | 320,000 tested, 0.32% active;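 active = activation above the mean of all tested compounds plus 3 SD, cutoff set per screening run, cut at about 20% in these data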;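 note: peak over basal fluorescence ratio from a 100 s FLIPR kinetic read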
Target sequence (P30559 whole entry, looked up): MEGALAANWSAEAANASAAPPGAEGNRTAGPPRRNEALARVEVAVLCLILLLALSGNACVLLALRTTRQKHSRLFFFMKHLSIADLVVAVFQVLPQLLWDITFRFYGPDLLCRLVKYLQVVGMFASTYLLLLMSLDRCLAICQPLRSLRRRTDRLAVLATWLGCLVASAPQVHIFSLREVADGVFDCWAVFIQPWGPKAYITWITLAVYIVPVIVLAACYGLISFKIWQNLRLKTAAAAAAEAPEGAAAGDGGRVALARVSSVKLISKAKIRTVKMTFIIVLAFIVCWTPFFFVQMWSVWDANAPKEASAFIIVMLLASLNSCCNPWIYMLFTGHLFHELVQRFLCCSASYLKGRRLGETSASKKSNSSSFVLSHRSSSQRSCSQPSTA
NALP1 inh = NALP1 inflammasome inhibitors in reconstituted yeast, colorimetric, S. cerevisiae, triplicate retest. S. cerevisiae NALP1/ASC/caspase-1 growth, X-gal OD620, 72 h. inhibition, % at 10 µM. 280,000 tested, 0.61% active; in the data active = inhibition mostly above about 24%, no sharp cut-off; inactive = mostly below about 32%; note: some compounds called inactive have numbers as strong as hits
V1R ag counter = agonists of human V1a receptor, primary screen, counter-screen for OXTR agonist project, fluorescence, CHO-V1R cells; Vasopressin V1a receptor (Homo sapiens), P37288; Fluo-8 calcium fluorescence, agonist mode; 0% DMSO, 100% 3 nM vasopressin; activation, % at 3 µM; 320,000 tested, 0.25% active; AID 2797, 2010;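 active = activation above the mean activation of all tested compounds plus 3 SD, per screening run, cut at about 20% in these data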;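 note: signal is peak over basal fluorescence ratio across a 100 second FLIPR read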
GPR7 antag = GPR7 receptor antagonists, primary screen, cell-based, fluorescence, single concentration | AID 1861, 2009 | inhibition, % at 4.4 µM | GPR7-expressing cells, fluorescence antagonist assay | 290,000 tested, 1.1% active; in the data active = inhibition above about 16%, passing the limit was not always enough;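 note: cells stimulated with the agonist NPW; 0% = agonist with vehicle and 100% = vehicle without agonist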
Target sequence (P48145 whole entry, looked up): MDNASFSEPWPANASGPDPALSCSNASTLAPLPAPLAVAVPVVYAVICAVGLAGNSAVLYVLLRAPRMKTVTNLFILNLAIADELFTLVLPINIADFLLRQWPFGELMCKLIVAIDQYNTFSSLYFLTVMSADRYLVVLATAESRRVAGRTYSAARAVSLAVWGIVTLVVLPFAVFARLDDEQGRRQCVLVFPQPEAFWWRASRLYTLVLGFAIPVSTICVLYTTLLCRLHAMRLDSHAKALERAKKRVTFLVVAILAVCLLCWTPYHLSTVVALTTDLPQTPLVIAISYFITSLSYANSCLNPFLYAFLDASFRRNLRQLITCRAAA
MEKK3 PB1 HTS = modulators of MEKK3-MEK5 PB1 binding, primary screen, biochemical, wildtype MEKK3, multiplex bead flow cytometry, Alexa488-MEK5; AID 1529, 2009; bead-based flow cytometry, Alexa488-MEK5 binding to MEKK3; actives lie on both sides; 0 = blocked by unlabeled MEK5, 100 = vehicle; Mitogen-activated protein kinase kinase kinase 3 (Homo sapiens), Q99759; binding response (% of control), % at 10 µM; 290,000 tested, 1.4% active;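 active = binding response more than 3 SD above or below the average of its plate-row segment, actives on both sides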;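 note: Alexa488 bead fluorescence after subtracting the streptavidin-only scavenger bead signal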
MEKK2 mut-MEK5 = MEK5 binding signal on mutant MEKK2 PB1, primary screen, biochemical, multiplex bead flow cytometry, Alexa488-MEK5 | Alexa488-MEK5 binding to MEKK2 mutant | percent response, % at 10 µM | 290,000 tested, 0.35% active | AID 1530, 2009; in the data active = percent response above about 24%, passing the limit was not always enough; note: inactives centre near 1; some results filed as inactive read as strong as hits; reference of the scale not given here
The depositor's hits bear a star; x = not tested or not shown; [ ] = another dose, or the depositor's remark.

1: O=C(Nn1cnnc1)c1cc2cc(Br)ccc2oc1=O
2: O=C(CC(c1ccccc1)c1ccccc1O)NCc1ccco1 (configuration not stated)
3: O=S(CC1CC1(Cl)Cl)CC1CC1(Cl)Cl (configuration not stated)
4: O=S(=O)(c1ccc2c(c1)OCCO2)N(Cc1ccc(F)cc1)Cc1nnc(-c2cccs2)o1
5: Cc1nc([N+](=O)[O-])c(C(=O)OCc2ccccc2Br)n1C
6: CCOc1ccccc1CNC(=O)CN1C(=O)CSc2ccc(S(=O)(=O)N3CCOCC3)cc21

Screen / compound no.	1	2	3	4	5	6
MEKK2wt PB1 HTS	102	89	102	109	100	103
PHOSPHO1 block	1	16	9	14	45	48
GalR3 antag	-1	-4	-3	-5	-3	-7
OXTR ag	0.4	-1.3	0.0	-1.0	-0.2	1.2
NALP1 inh	12	7	6	14	21	5
V1R ag counter	0.9	-0.1	0.5	0.3	1.2	8.3
GPR7 antag	-8	6	-1	-13	-9	-5
MEKK3 PB1 HTS	104	86	102	106	101	102
MEKK2 mut-MEK5	0	-4	0	4	-2	3

7: CC1CCCC(C)N1CCCNC(=O)Cn1ncc2c3ccccc3n(C)c2c1=O (configuration not stated)
8: N#Cc1c(-c2ccccc2)nc(-c2cccnc2)[nH]c1=O
9: COc1ccc(CN2CCN(C(=O)Cn3nc(C(=O)O)c4ccccc4c3=O)CC2)cc1F
10: CN1CCN(c2cnn(-c3ccccc3)c(=O)c2Br)CC1
11: CC(=O)Nc1ccc(NC(=O)c2ccc(-n3c(C)ccc3C)cc2)cc1
12: O=C(CNCc1cccs1)Nc1ccc(OC(F)(F)F)cc1

Screen / compound no.	7	8	9	10	11	12
MEKK2wt PB1 HTS	113	101	100	80	102	96
PHOSPHO1 block	28	24	43	37	-2	28
GalR3 antag	x	-11	-7	-1	-2	-8
OXTR ag	-0.3	0.0	4.0	2.1	-0.1	2.8
NALP1 inh	27	2	-4	8	31	24
V1R ag counter	0.3	1.1	3.1	0.8	1.4	0.2
GPR7 antag	2	-18	-4	4	1	22
MEKK3 PB1 HTS	99	100	103	73	103	92
MEKK2 mut-MEK5	3	1	-3	-7	0	-1

13: COc1ccc2oc(=N)c(C(=O)Nc3ccc(Cl)cc3)cc2c1
14: Cc1ccc(C)c(-n2c(Cc3cccs3)n[nH]c2=S)c1
15: Cc1onc(C(=O)Nc2ccccc2C(F)(F)F)c1[N+](=O)[O-]
16: COc1ccc(-n2c(CN3CCN(c4ccc(F)cc4)CC3)nc3ccc([N+](=O)[O-])cc3c2=O)c(OC)c1
17: COC(=O)C1CCN(Cc2ccc(OCCCN3CCN(c4ccc([N+](=O)[O-])cc4)CC3)cc2)CC1
18: COCCNC(=O)COC(=O)C1=Cc2ccccc2OC1

Screen / compound no.	13	14	15	16	17	18
MEKK2wt PB1 HTS	106	126	0.0*[inhibitor]	98	144*	94
PHOSPHO1 block	44	21	50	-12	32	47
GalR3 antag	-8	-5	-9	-5	13*	-3
OXTR ag	0.9	-1.0	-0.2	-2.0	11	-0.1
NALP1 inh	13	28	22	-6	26*	0
V1R ag counter	1.2	0.1	-0.1	0.0	6.5	0.3
GPR7 antag	-12	-8	-7	-8	-3	-12
MEKK3 PB1 HTS	108	102	1.0*[inhibitor]	101	105	96
MEKK2 mut-MEK5	1	25	-21	-3	39	-2

19: CCOC(=O)N1CCN(C(=O)CN(C2CCCCC2)S(=O)(=O)c2c(C)cc(C)cc2C)CC1
20: Cc1cc(NC(=O)CSc2nnc(CNc3ccc(F)cc3)n2C2CCCCC2)no1
21: C/C(=N\Nc1nc(-c2ccccc2)cs1)c1cccs1
22: Cc1cccc(C(=O)N/N=C/c2ccc[nH]2)c1
23: CCN1CCc2c(sc3c2c(NCc2ccco2)nc2nnnn23)C1
24: Cc1ccc(Cl)cc1NC(=O)CCN1C(=O)C2C3CCC(C3)C2C1=O (configuration not stated)

Screen / compound no.	19	20	21	22	23	24
MEKK2wt PB1 HTS	94	93	97	86	100	98
PHOSPHO1 block	-12	29	-18	-11	40	27
GalR3 antag	-2	-6	-1	-3	-2	-7
OXTR ag	-1.9	-0.8	0.3	-0.1	1.2	0.1
NALP1 inh	7	8	16	33	x	4
V1R ag counter	-1.1	0.1	1.5	-1.2	0.9	1.0
GPR7 antag	12	1	-3	-11	7	5
MEKK3 PB1 HTS	96	91	92	84	106	97
MEKK2 mut-MEK5	-3	-4	-2	-3	2	-1

25: COc1ccc(Nc2cc(C(=O)N3CCc4ccccc4C3)c3ccccc3n2)c(OC)c1
26: CCOc1ccc(-c2cc(N3C(=O)Nc4ccccc4N3O)on2)cc1
27: O=C(O)CCSc1nc2ccccc2n1Cc1ccccc1
28: FC(F)(F)c1cccc(N2CCN(C(=S)NC3CCCCC3)CC2)c1
29: NS(=O)(=O)c1ccc(CCNC(=O)c2ccc[nH]c2=S)cc1
30: Cc1onc(-c2ccccc2Cl)c1C(=O)N1CCC(C)CC1

Screen / compound no.	25	26	27	28	29	30
MEKK2wt PB1 HTS	84	89	94	98	99	96
PHOSPHO1 block	43	8	36	0	9	32
GalR3 antag	-3	-2	-7	-2	-10	-9
OXTR ag	-1.1	-0.9	0.8	1.4	0.5	-0.4
NALP1 inh	-1	-2	29	20	2	0
V1R ag counter	-0.2	-0.9	2.2	5.9	-0.4	0.1
GPR7 antag	-19	7	29	5	4	-15
MEKK3 PB1 HTS	94	92	98	94	100	101
MEKK2 mut-MEK5	-7	-4	-12	-3	10	-1

31: Cc1cc(N2C(=O)C(O)=C(C(=O)c3cccs3)C2c2cccc(O)c2)no1 (configuration not stated)
32: OC(CN1CCOCC1)Cn1c2ccccc2c2ccccc21 (configuration not stated)
33: COc1ccc(-c2cc(=O)oc(-c3cccc(C)c3)n2)cc1
34: CO/N=C(/C(=O)N[C@@H]1C(=O)N2C(C(=O)O)=CCS[C@H]12)c1cnc(N)s1
35: Cc1[nH]nc(N2CCCCCC2)c1[N+](=O)[O-]
36: O=C(NNC1CC(=O)N(c2ccccc2)C1=O)c1ccco1 (configuration not stated)

Screen / compound no.	31	32	33	34	35	36
MEKK2wt PB1 HTS	98	102	59	108	96	100
PHOSPHO1 block	42	-7	12	-11	23	46
GalR3 antag	-1	-9	-3	x	-7	-6
OXTR ag	-1.0	3.7	1.1	0.0	3.0	1.0
NALP1 inh	14	12	22	4	-3	11
V1R ag counter	0.2	2.2	-0.5	0.3	0.0	0.1
GPR7 antag	0	10	5	7	-11	-13
MEKK3 PB1 HTS	100	101	60	101	97	99
MEKK2 mut-MEK5	5	-1	-33	4	-3	-3

37: C=CCOc1ccc(Br)cc1/C=N/O
38: CCOC(=O)/C=C1\SCC(=O)N1CC(=O)Nc1ccccc1OC(F)F
39: CCc1nnc(NC(=O)c2ccc(OC)cc2)s1
40: Nc1c(Cl)ncnc1N/N=C/c1ccc(O)cc1
41: CC(C)(C)C(=O)NC(NC(=S)Nc1ccc(S(N)(=O)=O)cc1)C(Cl)(Cl)Cl (configuration not stated)
42: Cc1ccnc(NC(=O)c2ccc(Cl)c(NC(=O)CCc3ccccc3)c2)c1

Screen / compound no.	37	38	39	40	41	42
MEKK2wt PB1 HTS	108	100	79	53*[inhibitor]	91	95
PHOSPHO1 block	-5	16	2	15	-5	-10
GalR3 antag	-5	-2	0	8	-9	-7
OXTR ag	-2.2	1.4	-0.7	1.5	-1.6	-2.8
NALP1 inh	-2	-1	8	x	17	18
V1R ag counter	-0.7	4.7	0.3	1.0	0.4	-1.7
GPR7 antag	-5	-4	3	-7	-1	10
MEKK3 PB1 HTS	106	98	75	51*[inhibitor]	94	93
MEKK2 mut-MEK5	4	0	-22	-11	-1	-2

43: CC(=O)C(=Cc1ccc(O)cc1)C(C)=O
44: Cc1ccc(Cl)cc1N1CCN(C(=S)NCCc2ccccc2)CC1
45: CCC1CCc2c(sc3ncnc(N4CCOCC4)c23)C1 (configuration not stated)
46: NS(=O)(=O)c1ccc(CCN=Cc2ccccc2O)cc1
47: Cc1ccc(Nc2nc(N)c([N+](=O)[O-])c(NCc3ccccc3)n2)cc1
48: O=C(c1cc(-c2ccc(Cl)cc2)n[nH]1)N1CCN(C(=O)c2ccco2)CC1

Screen / compound no.	43	44	45	46	47	48
MEKK2wt PB1 HTS	93	122	102	100	96	98
PHOSPHO1 block	29	-8	27	-2	42	18
GalR3 antag	-4	-2	-2	3	-7	-8
OXTR ag	x	-0.1	-0.8	-0.2	-1.6	-0.5
NALP1 inh	17	12	x	20	5	12
V1R ag counter	x	-0.5	-1.4	-0.3	-0.8	1.1
GPR7 antag	0	-10	3	-2	-37	6
MEKK3 PB1 HTS	96	108	102	103	96	95
MEKK2 mut-MEK5	-3	8	1	-2	-4	-2

49: Cc1ccc(C(=O)C2Oc3ccccc3C3CC(c4ccc(C)cc4)=NN23)cc1 (configuration not stated)
50: O=S(=O)(NCC(c1cccnc1)N1CCN(c2ccc(F)cc2)CC1)c1cc(F)ccc1F (configuration not stated)
51: CN(Cc1nc(-c2ccccc2)no1)C1CCOCC1
52: Cn1c(=O)n(CC(=O)N2CCOCC2)c2ccccc21
53: Cc1ccc(C(=O)CSc2nc3ccccc3c(=O)n2-c2ccccc2)s1
54: CC(=O)c1cc(C(=O)N2CCCC(C(=O)c3ccc(Cl)cc3)C2)cs1 (configuration not stated)

Screen / compound no.	49	50	51	52	53	54
MEKK2wt PB1 HTS	95	101	94	106	101	102
PHOSPHO1 block	-45	x	32	5	-3	23
GalR3 antag	4	-4	-6	-4	-1	0
OXTR ag	-1.9	1.2	0.4	0.8	-1.0	-0.6
NALP1 inh	22	x	x	6	-2	17
V1R ag counter	-0.1	0.6	1.4	0.7	-1.1	1.9
GPR7 antag	1	5	-7	-9	-13	-1
MEKK3 PB1 HTS	100	98	90	97	102	102
MEKK2 mut-MEK5	0	2	-10	9	7	-3

55: Cc1ccc(C2=NS(=O)(=O)N(C)C(C(=O)N3CCCCC3)=C2)cc1
56: CCCNC(=O)c1ccccc1NC(=O)C1=CSCCO1
57: COc1ccc(CCNC(=O)C2CCN(Cc3nc(-c4cccc(Cl)c4)oc3C)CC2)cc1OC
58: COc1ccccc1CN1CCc2c([nH]c3ccccc23)C1
59: COc1ccc(NC(=O)/C=C/c2ccc(OC(F)F)cc2)cn1

Screen / compound no.	55	56	57	58	59
MEKK2wt PB1 HTS	102	104	x	112	91
PHOSPHO1 block	33	32	-10	25	46
GalR3 antag	x	-8	x	-3	-8
OXTR ag	1.1	0.6	9.7	1.4	6.1
NALP1 inh	14	15	22	12	20
V1R ag counter	1.7	0.4	14	0.9	7.2
GPR7 antag	-1	-9	9	2	2
MEKK3 PB1 HTS	102	99	x	103	92
MEKK2 mut-MEK5	1	1	x	10	-10
